Source: PubChem (several laboratories)
EBNA-1 inh: EBNA-1 DNA-binding inhibitors, primary screen, biochemical, fluorescence polarization | inhibition, % at 14.8 µM | 300,000 compounds, 0.34% hits | AID 1950, 2009; in the data active = inhibition above about 28%
PP5 inh: PP5 phosphatase inhibitors, primary screen, biochemical, fluorescence; inhibition, % at 6.7 µM; purified PP5c, OMFP substrate fluorescence; 320,000 compounds, 0.18% hits; Serine/threonine-protein phosphatase 5 (Homo sapiens), P53041; AID 1987, 2009;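 active = inhibition above the campaign's mean inhibition across all tested compounds plus 3 SD, cut at about 9.5% in these data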;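 also: 0% = DMSO only and 100% = 100 µM cantharidin control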
Target sequence (P53041 whole entry, looked up): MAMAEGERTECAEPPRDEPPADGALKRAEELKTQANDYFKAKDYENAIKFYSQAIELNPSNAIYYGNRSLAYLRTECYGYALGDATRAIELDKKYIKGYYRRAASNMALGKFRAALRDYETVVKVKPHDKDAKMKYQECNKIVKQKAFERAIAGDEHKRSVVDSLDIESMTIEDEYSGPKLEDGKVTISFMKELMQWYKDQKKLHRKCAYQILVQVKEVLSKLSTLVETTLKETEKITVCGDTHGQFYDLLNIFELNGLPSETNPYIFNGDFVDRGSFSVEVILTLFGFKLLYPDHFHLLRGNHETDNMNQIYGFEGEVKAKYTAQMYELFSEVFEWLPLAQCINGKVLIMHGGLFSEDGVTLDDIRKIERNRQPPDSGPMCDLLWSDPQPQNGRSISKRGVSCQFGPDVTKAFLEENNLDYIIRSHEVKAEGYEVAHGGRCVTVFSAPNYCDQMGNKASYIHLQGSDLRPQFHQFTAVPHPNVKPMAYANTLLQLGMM
GASC-1 inh: inhibitors of GASC-1 histone demethylase, primary screen, biochemical, fluorescence, DELFIA europium | inhibition, % at 2.35 µM | GST-JMJD2C(1-420) H3K9me3 demethylation | 330,000 compounds, 0.069% hits | AID 2099, 2009;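 active = more than half of a compound's replicate wells show inhibition beyond 50%, single wells judged on their own value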;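 also: signal counts dimethyl H3K9 product captured on neutravidin plate; 0% = median of DMSO wells and 100% = 0.3 times that DMSO median; strong numbers were not always called active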
ZTA counter: counter-screen for EBNA-1 inhibitors: inhibitors of Epstein-Barr virus ZTA; P03206; ZTA-DNA binding, fluorescence polarization; inhibition, % at 11 µM; 320,000 compounds, 0.15% hits; AID 2234; in the data active = inhibition above about 33%
Target sequence (P03206 whole entry, looked up): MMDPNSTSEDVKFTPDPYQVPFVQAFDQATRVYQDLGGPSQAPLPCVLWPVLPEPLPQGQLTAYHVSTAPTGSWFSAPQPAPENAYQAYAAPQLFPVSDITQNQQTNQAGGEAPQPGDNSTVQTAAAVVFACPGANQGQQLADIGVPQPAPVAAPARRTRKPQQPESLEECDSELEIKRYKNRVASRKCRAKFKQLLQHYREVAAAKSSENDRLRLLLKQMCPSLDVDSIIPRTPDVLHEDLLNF
core dimer inh: inhibitors of HCV core protein dimerization, primary screen, biochemical, TR-FRET, high-throughput. TR-FRET GST/Flag-core106 dimerization, 1536-well. inhibition, % at 5 µM. 300,000 compounds, 0.33% hits. AID 1899, 2009;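 active = inhibition above the mean of all tested compounds plus 3 SD, set per screening campaign, cut at about 45% in these data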
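System – GST-tagged and Flag-tagged HCV core protein residues 1-106 · Repeats – one well for each compound · Technique – TR-FRET 671 and 617 nm emission · Doses – one concentration, 5 µM, in 0.5% DMSO · Times – 4 h, 22.5 °C incubation · Also added – Eu donor and XL665 acceptor anti-tag antibodies · Measure – percent inhibition of core106 dimerization signal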
CR mimetic SO: reduction of superoxide in aged yeast, primary screen, HTS | S. cerevisiae aged cells, superoxide DHE fluorescence; stronger effect = lower value | superoxide response (% of plate mean), % at 10 µM | 330,000 compounds, 0.18% hits;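 active = superoxide response under a set limit, about three screen SD below normal, cut at about 65% in these data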;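 also: yeast aged for seven days with compound at 30 °C before DHE staining; 100% = average MFI of all compound-treated wells on the plate with controls excluded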
PP1 inh: PP1-alpha phosphatase inhibitors, primary screen, counter-screen for PP5 inhibitor project, biochemical, fluorescence, OMFP substrate, single point; Serine/threonine-protein phosphatase PP1-alpha catalytic subunit (Homo sapiens), P62136; purified PP1alpha; inhibition, % at 6.7 µM; 320,000 compounds, 0.9% hits;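 active = inhibition above the mean inhibition of all tested compounds plus 3 SD, computed separately for each screening campaign, cut at about 15% in these data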
Target sequence (P62136 whole entry, looked up): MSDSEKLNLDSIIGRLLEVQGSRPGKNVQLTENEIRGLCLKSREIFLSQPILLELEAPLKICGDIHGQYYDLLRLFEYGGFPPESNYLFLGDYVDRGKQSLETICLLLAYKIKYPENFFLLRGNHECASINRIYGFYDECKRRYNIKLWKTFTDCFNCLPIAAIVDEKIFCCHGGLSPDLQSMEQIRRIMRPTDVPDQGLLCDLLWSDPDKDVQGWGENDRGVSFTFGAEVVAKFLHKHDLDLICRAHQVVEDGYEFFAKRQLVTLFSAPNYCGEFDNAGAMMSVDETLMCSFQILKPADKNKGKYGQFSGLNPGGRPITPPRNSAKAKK
CTSL1 counter: Fasciola hepatica cathepsin L1 inhibitors, primary screen, counter-screen for PFM18AAP inhibitor project, biochemical, QFRET, fluorogenic peptide substrate; recombinant F. hepatica cathepsin L1, Z-Leu-Arg-MCA fluorescence; inhibition, % at 5.96 µM; 300,000 compounds, 0.49% hits;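 active = inhibition above the mean of all tested compounds plus 3 SD, set per screening campaign, cut at about 17% in these data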;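 also: 0% = plate median of test compound wells and 100% = 1 µM Z-Phe-Ala-diazomethylketone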
TPT1 inhibitor: Candida albicans TPT1 enzyme inhibitors, primary screen, biochemical, fluorescence polarization. inhibition, % at 5 µM. 300,000 compounds, 0.81% hits. recombinant caTPT1, FP RNA substrate dephosphorylation. AID 1962, 2009;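 active = inhibition above the mean of all tested compounds plus 3 SD, set per screening campaign, cut at about 24% in these data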;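 also: plate controls were DMSO alone for no effect and ferristatin control at 100 nM for full effect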
An asterisk follows results filed as active; / = not tested or not shown.

Structure | EBNA-1 inh | PP5 inh | GASC-1 inh | ZTA counter | core dimer inh | CR mimetic SO | PP1 inh | CTSL1 counter | TPT1 inhibitor
Cc1cc(NC(=O)CSc2nc3cc(Cl)ccc3c(=O)n2Cc2ccco2)no1 | 6 | -1.5 | -4 | -17 | 2 | 107 | -2 | 4 | 3
O=C(N/C(=C\c1ccccc1)C(=O)N1CCOCC1)c1ccc(Br)o1 | -8 | 0.1 | -14 | -13 | 0 | 100 | -3 | 3 | 0
O=C1N=C(N2CCOCC2)S/C1=C/c1cccs1 | 16 | -0.1 | -7 | 13 | -10 | 92 | -2 | 8 | -2
Cc1ccc(C(=O)N/C(=C\c2cccs2)C(=O)NCCc2c[nH]c3ccccc23)cc1 | -3 | 2.1 | -1 | -8 | 12 | 111 | 1 | -2 | -2
COc1ccccc1NC(=O)CC(c1ccc(OC(C)C)cc1)c1ccccc1OC (stereo not drawn) | -4 | 5.1 | -7 | 11 | 7 | 95 | 0 | -6 | 0
COc1ccc(C(=O)/C=C/N(C)C)cc1OC | 2 | 2.1 | -9 | 6 | 1 | 110 | -1 | 2 | 9
Cc1ccccc1OCC(=O)NNC(=O)c1ccc(-c2ccccc2)cc1 | 1 | 1.7 | -1 | 2 | 2 | 101 | 10 | -15 | 2
CC(=O)Nc1cccc(C(=O)OCC(=O)NCc2cc(C)c(O)c(C)c2)c1 | 4 | -0.5 | 5 | 2 | -2 | 101 | 0 | -2 | 3
N#Cc1ccsc1NC(=O)c1cccc(-n2cnnn2)c1 | -19 | -4.8 | -1 | 2 | -3 | 77 | 5 | -3 | 48*
CC(=O)N1CCCc2cc(S(=O)(=O)N3CCCC(C(=O)Nc4ccc(C)cc4C)C3)ccc21 (stereo not drawn) | 12 | 0.4 | 1 | 7 | -1 | 107 | 3 | 2 | 2
COc1cc(NC(=O)C2CCC(CNc3c(N4CCCCC4)c(=O)c3=O)CC2)cc(OC)c1 (stereo not drawn) | -8 | 2.1 | 8 | -8 | 2 | 96 | -1 | -1 | 1
O=C(CO/N=C/c1ccccc1OC(F)F)N1CCc2ccccc21 | 15 | 0.3 | 0 | 16 | 21 | 95 | 0 | 2 | -2
CCS(=O)(=O)c1nc(S(=O)(=O)c2ccc(C)cc2)c(N2CCC3(CC2)OCCO3)s1 | -9 | 1.2 | -27 | -8 | -19 | 95 | 3 | 1 | -2
O=S(=O)(NC1CCCCC1N1CCC(O)CC1)c1ccc(Cl)cc1 (stereo not drawn) | -1 | 3.0 | 5 | 2 | -3 | 91 | 1 | 1 | 11
COc1ccc([C@@H]2CC=C(C(=O)O)[C@H](c3ccccc3)N2S(=O)(=O)c2ccccc2C)cc1 | 4 | -5.1 | -3 | -11 | 9 | 94 | 0 | -5 | 4
COc1ccc(NC(=S)N2CCN(Cc3ccccc3)CC2)c(OC)c1 | 0 | 0.9 | 8 | -5 | -1 | 114 | -2 | -3 | -3
CCOC(=O)c1cnc2ccc(C)cc2c1Sc1ccccc1 | 1 | 0.8 | 1 | -9 | 6 | 97 | -1 | -1 | 4
Cc1ccc(S(=O)(=O)N2CCCCC2)cc1NC(=O)Nc1ccc(Cl)cc1Cl | 18 | 3.6 | 1 | -20 | -2 | 91 | 2 | 2 | -3
O=C(O)CCCN1C(=O)C(=O)/C(=C(/O)c2ccccc2)C1/C=C/c1ccccc1 (stereo not drawn) | -1 | 2.5 | 3 | 17 | 7 | 97 | 4 | 1 | -5
Cc1onc(-c2ccccc2)c1C(=O)Nc1ccccc1N1CCOCC1 | 10 | 0.5 | 2 | 0 | 0 | 91 | 3 | -3 | -2
Cc1ccc(-c2nn(-c3ccccc3)cc2/C=N/NS(=O)(=O)c2ccccc2)cc1 | -11 | 5.1 | -24 | 0 | 15 | 105 | 11 | 4 | -1
COc1ccc(OC)c(/C=C/c2ccc3cccc(O)c3n2)c1 | -10 | 4.0 | -20 | -17 | -16 | 83 | 19* | 0 | -4
Cc1ccccc1-c1ccccc1N | -12 | 2.9 | 2 | -4 | -6 | 119 | -3 | -3 | -3
O=C(NCc1ccccc1)C1(C(F)(F)F)C/C(=C\CCO)CCCO1 (stereo not drawn) | 11 | 1.1 | 40 | 0 | 8 | 105 | -2 | -4 | -4
CCCn1c(N)c(C(=O)COc2ccc(Br)cc2F)c(=O)n(C)c1=O | -3 | -1.7 | -1 | -9 | 0 | 102 | -3 | -2 | 0
Cc1ccc(NC(=O)CSCC(=O)Nc2ccc(S(=O)(=O)N3CCCC3)cc2)cc1 | -3 | -0.4 | 0 | 2 | -3 | 94 | -4 | 2 | 3
Cc1ccc2c(CN(C)Cc3ccc(Cl)cc3Cl)cc(=O)oc2c1 | 19 | 2.3 | 10 | 17 | 10 | 101 | 1 | 0 | -2
Cc1sc(NC(=O)CSc2nnc3scc(-c4ccccc4)n23)c(C#N)c1C | -1 | -1.7 | 2 | 13 | 12 | 124 | -5 | 0 | -1
O=S(=O)(c1ccccc1F)N1CCN(CCOc2ccccc2)CC1 | / | 3.5 | -9 | -1 | / | 106 | 3 | / | /
CC1=C(C(=O)Nc2ccccc2)C(c2cccs2)C(C#N)=C(SCC#N)N1 (stereo not drawn) | 3 | -0.5 | 1 | 4 | 38 | 96 | 4 | -3 | 20
CNC(=O)NC(=O)COC(=O)/C=C/c1cccc(Br)c1 | 3 | -0.8 | -30 | -6 | 2 | 98 | -2 | -8 | 0
Cc1nnc(NC(=O)NCN2C(=O)C3C4C=CC(C4)C3C2=O)s1 (stereo not drawn) | -2 | 2.1 | -2 | -9 | -2 | 90 | -2 | -1 | -2
S=C(Nc1ccccc1Cl)NC1CCN(Cc2ccccc2)CC1 | 1 | 1.0 | 3 | 7 | -5 | 103 | -2 | 1 | -2
Cc1oc2c(c(C)cc3oc(=O)c(CC(=O)N[C@@H](CCCNC(N)=O)C(=O)O)c(C)c32)c1C | -9 | 1.7 | -6 | 5 | 1 | 108 | -2 | -6 | 1
CCn1c(CSc2nc3ccccc3s2)nnc1SCC(=O)NCC(=O)OC | -11 | 2.2 | -31 | -5 | -4 | 107 | 2 | -4 | 1
CCOC(=O)C1CCCN(c2c(Nc3ccc(C)c(C)c3)c(=O)c2=O)C1 (stereo not drawn) | 1 | -1.9 | 7 | 2 | -7 | 103 | -1 | 4 | -5
CN(Cc1nccs1)C(=O)c1cc(COc2cccc3cnccc23)on1 | 5 | -0.9 | -16 | 3 | 4 | 98 | -2 | 0 | -2
O=C(CSc1nnc(Cn2c(=O)sc3ccccc32)n1CCc1ccccc1)N1CCOCC1 | 1 | 2.6 | / | -8 | -5 | 126 | -1 | 2 | 3
CCOc1ccc(NC(=O)CN(C)C(=O)c2c(-c3ccccc3)noc2C)cc1OCC | / | 3.9 | 2 | 13 | / | 84 | -2 | / | /
Cc1c([N+](=O)[O-])c(C(=O)Sc2ccc(Br)cc2)nn1C | -8 | 2.0 | -6 | 11 | -3 | 109 | -4 | 5 | 2
O=C(O)CC1Sc2ccccc2NC1=O (stereo not drawn) | -4 | 2.0 | -1 | -10 | -7 | 101 | 1 | -3 | -3
O=C(COC(=O)c1ccc[nH]c1=O)NC1CCCc2ccccc21 (stereo not drawn) | 4 | -0.1 | -11 | -11 | -5 | 102 | 1 | 2 | -6
Cc1cc(Sc2nc(NC(C)(C)C)nc(N3CCOCC3)n2)nc(Cl)n1 | 2 | -0.5 | 5 | -4 | 2 | 95 | -1 | -2 | 3
O=C(NCc1cccnc1)c1cccc(F)c1 | -7 | -2.1 | -8 | -9 | 2 | 107 | -9 | 7 | -1
Cc1ccc(Nc2nc(NCc3ccco3)c3ccccc3n2)cc1 | -4 | 4.1 | -41 | -1 | -1 | 96 | 20* | 9 | -3
Brc1ccc(Oc2nnnn2-c2ccccc2)cc1 | 0 | 2.7 | 3 | -2 | 3 | 102 | 0 | 1 | 1
CCOC(=O)Cc1csc(NC(=O)c2ccoc2C)n1 | 14 | 0.2 | 5 | 0 | -3 | 119 | -5 | 4 | -3
Cc1c(CC(=O)NCC(=O)NCC(=O)O)c(=O)oc2cc3c(cc12)CCC(C)(C)O3 | 0 | 0.0 | -2 | 14 | -2 | 103 | -4 | 1 | 2
CCOc1cccc(OCCNC2CCCC2)c1 | 10 | -1.2 | -2 | -8 | -9 | 88 | -1 | 1 | -2
CCOc1ccc(N2C(=O)CC(SCC(=O)O)C2=O)cc1 (stereo not drawn) | 8 | -2.1 | -30 | -8 | -4 | 98 | -1 | -2 | -5

Next part:
Structure | EBNA-1 inh | PP5 inh | GASC-1 inh | ZTA counter | core dimer inh | CR mimetic SO | PP1 inh | CTSL1 counter | TPT1 inhibitor
C[N+]1(C)CC2([N+](=O)[O-])CC=C(Oc3ccccc3)C([N+](=O)[O-])(C2)C1 (stereo not drawn) | -17 | 1.5 | -1 | -8 | -9 | 93 | -11 | 12 | 22
CCC(=O)Nc1ccc(NC(=O)c2ccccn2)cn1 | -5 | -2.0 | 1 | -6 | 7 | 106 | -1 | 1 | 1
CCOc1cccc(/C=N/NC(=S)Nc2cc(S(=O)(=O)N3CCOCC3)ccc2N2CCOCC2)c1O | -7 | 0.9 | -6 | 16 | 9 | 101 | 4 | 8 | 6
c1ccc(-c2noc(-c3ccc4ccccc4c3)n2)cc1 | 0 | -0.1 | 1 | 12 | -1 | 107 | -5 | 1 | -4
Cc1ccc(-c2noc(COc3ccc4c(c3)OCO4)n2)cc1 | 2 | -1.3 | -2 | 14 | 2 | 101 | -2 | 0 | 0
COC(=O)c1ccc(Oc2nc(C(N)=O)cc(-c3ccccc3)n2)cc1 | 11 | 2.9 | -2 | 11 | 0 | 94 | 8 | 2 | 0
Cc1cccc(OCC(=O)OCC(=O)NCC2CCCO2)c1C (stereo not drawn) | / | 0.3 | / | -5 | / | 97 | -2 | / | /
Cc1ccc(-n2nc(C)c(C3(O)C(=O)N(C(C)C)c4ccccc43)c2N)cc1 (stereo not drawn) | 17 | -1.2 | 8 | 6 | 2 | 104 | -3 | -5 | 2
O=C(NC1CC1)C1CCCN(C(=O)Nc2ccc(F)cc2)C1 (stereo not drawn) | -10 | 1.1 | -3 | -9 | -11 | 103 | 1 | -3 | -5
N#CC(C#N)=C(Nc1ccc(F)cc1)SCc1cccc(F)c1 | -5 | 3.8 | -2 | 5 | -8 | 94 | 4 | -1 | -3

A second format for part of the listing above.
Sequence of screens – EBNA-1 inh | PP5 inh | GASC-1 inh | ZTA counter | core dimer inh | CR mimetic SO | PP1 inh | CTSL1 counter | TPT1 inhibitor
- Cc1ccc(-c2noc(COc3ccc4c(c3)OCO4)n2)cc1
    2 | -1.3 | -2 | 14 | 2 | 101 | -2 | 0 | 0
- COC(=O)c1ccc(Oc2nc(C(N)=O)cc(-c3ccccc3)n2)cc1
    11 | 2.9 | -2 | 11 | 0 | 94 | 8 | 2 | 0
- Cc1cccc(OCC(=O)OCC(=O)NCC2CCCO2)c1C (stereo not drawn)
    / | 0.3 | / | -5 | / | 97 | -2 | / | /
